# From PubChem
# TAAR1 antagonist – antagonists of human TAAR1; inhibition, % at 3 µM; CHO RD-HGA16 TAAR1, Fluo-8 calcium fluorescence, antagonist; Q96RJ0; hit rate 1.5% among 360,000;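 active = inhibition above a per-plate cutoff, the mean inhibition of test compounds on that plate plus 3 SD, cut at about 49% in these data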;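 also: 0% = DMSO plus EC80 beta-PEA response and 100% = DMSO alone without agonist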
# Target sequence (Q96RJ0 whole entry, looked up): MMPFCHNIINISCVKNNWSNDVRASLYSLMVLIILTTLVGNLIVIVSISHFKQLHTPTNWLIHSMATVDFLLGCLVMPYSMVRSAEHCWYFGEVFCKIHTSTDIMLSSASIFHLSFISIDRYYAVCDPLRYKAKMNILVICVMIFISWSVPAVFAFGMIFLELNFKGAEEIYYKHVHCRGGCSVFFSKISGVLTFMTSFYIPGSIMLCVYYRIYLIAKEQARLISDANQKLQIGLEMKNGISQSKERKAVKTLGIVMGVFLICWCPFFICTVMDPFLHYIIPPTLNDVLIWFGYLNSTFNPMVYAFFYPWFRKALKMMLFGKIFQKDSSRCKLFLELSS
#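 Assay system: RD-HGA16 CHO cells with stable hTAAR1 and Gα16 / Reagent: EC80 β-phenethylamine stimulus / Doses: 3 µM, single point / Timing: dye loading 75 min at 37 °C, then 30 min room temperature / Measured by: Fluo-8 intracellular calcium dye fluorescence, real-time kinetic reads / Controls: vehicle wells and EC80 agonist wells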
# OXTR potentiate – potentiates the human oxytocin receptor response. CHO-OTR cells, Fluo-8 calcium fluorescence, potentiator mode; 0% = oxytocin EC15, 100% = EC100. hit rate 0.061% among 320,000. activation, % at 3 µM. P30559;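 active = activation above that plate's cutoff, the mean activation of tested compounds plus 3 SD, cut at about 6.6% in these data, passing the limit was not always enough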;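 also: 100% uses oxytocin at 75 nM as the full agonist control; some results filed as inactive read as strong as hits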
#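 Assay system: CHO-OTR cells, human receptor / Also added: oxytocin at about EC15, sub-maximal agonist stimulus / Dosing: single dose, 3.0 µM nominal final compound concentration / Incubation: 6 min pre-incubation, 100 s read / Technique: Fluo-8 calcium dye fluorescence / Read-out: % activation vs EC15 and EC100 oxytocin / Benchmarks: EC15 oxytocin low, 75 nM oxytocin high / Replicates: singlicate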
# TAAR1 ag – human TAAR1 agonism. Q96RJ0. hit rate 0.99% among 360,000. CHO RD-HGA16 TAAR1, Fluo-8 calcium fluorescence; vehicle wells 0%, saturating PEA agonist 100%. activation, % at 3 µM;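 active = activation above the mean activation of all test compounds in the run plus 3 SD, cut at about 38% in these data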
#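 Test system: RD-HGA16 (CHO) cells co-expressing Gα16 and hTAAR1 / Benchmarks: DMSO vehicle as 0%, PEA at EC100 as 100% / Repeats: no replicates (n 1) / Measure: % activation from peak over basal fluorescence ratio, DMSO-to-PEA scaled / Timing: 17-24 h plating, Fluo-8 75 min 37 °C, 30 min RT / Technique: kinetic Fluo-8 calcium fluorescence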
# M1 ag parental – nonselective activator or artifact in parental CHO-K1 cells; Fluo-8 calcium fluorescence; scaled to maximal ATP response, vehicle zero; activation, % at 3 µM; hit rate 0.48% among 360,000; in the data active = activation above about 15%;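 also: untransfected CHO-K1 host cells lacking M1 receptor as counterscreen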
# CHO-K1 Ca antag – nonselective inhibitor or artifact in parental CHO-K1 cells; ATP-induced calcium, Fluo-8 fluorescence; inhibition, % at 3 µM; hit rate 0.6% among 360,000;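 active = inhibition above a per-plate cutoff, the plate's mean sample inhibition plus 3 SD, cut at about 24% in these data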;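 also: 0% = DMSO plus EC80 ATP and 100% = DMSO alone without ATP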
# M1 ag – human M1 muscarinic receptor agonism; P11229; CHO-K1 hM1, Fluo-8 calcium fluorescence, agonist mode; 0% DMSO, 100% acetylcholine EC100; activation, % at 3 µM; hit rate 0.33% among 360,000; AID 588814;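 active = activation above the run's mean compound activation plus 3 SD, cut at about 16% in these data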;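 also: peak over basal fluorescence ratio within a 140 s kinetic read after compound addition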
# Target sequence (P11229 whole entry, looked up): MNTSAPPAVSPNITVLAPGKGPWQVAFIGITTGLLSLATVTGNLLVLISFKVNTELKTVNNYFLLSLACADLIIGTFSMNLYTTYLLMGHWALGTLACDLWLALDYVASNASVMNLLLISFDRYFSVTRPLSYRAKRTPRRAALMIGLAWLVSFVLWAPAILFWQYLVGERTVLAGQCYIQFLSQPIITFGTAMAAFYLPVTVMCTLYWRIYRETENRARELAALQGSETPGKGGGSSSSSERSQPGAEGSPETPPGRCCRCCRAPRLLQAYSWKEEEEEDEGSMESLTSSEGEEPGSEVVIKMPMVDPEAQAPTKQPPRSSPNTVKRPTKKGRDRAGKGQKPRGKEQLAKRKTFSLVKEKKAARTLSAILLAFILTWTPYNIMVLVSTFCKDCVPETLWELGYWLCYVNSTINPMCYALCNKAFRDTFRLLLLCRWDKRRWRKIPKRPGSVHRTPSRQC
# CHO-K1 Ca PAM – M1 PAM counterscreen hit in parental CHO-K1 cells. hit rate 0.02% among 360,000. ATP EC20, Fluo-8 calcium fluorescence; 0% at ATP EC20, 100% at ATP max. activation, % at 3 µM;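 active = activation above the run cutoff, the mean activation of all test compounds plus 3 SD, cut at about 40% in these data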;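 also: peak over basal fluorescence ratio in a 140 s read after ATP addition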
# M1 antag – blocks human M1 muscarinic receptor | CHO-K1 hM1, Fluo-8 calcium fluorescence, ACh EC80 antagonist | AID 588852 | P11229 | hit rate 1.3% among 360,000 | inhibition, % at 3 µM;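 active = percent inhibition above its own plate's cutoff, namely the mean of that plate's compound wells plus 3 SD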;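 also: peak over basal fluorescence ratio during 140 s after agonist addition; 0% = ACh EC80 plus DMSO and 100% = DMSO alone without agonist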
# CHO parental Ca – counter-screen: ATP calcium response change in parental CHO cells; parental CHO-K1, ATP-induced calcium, Fluo-8 fluorescence; AID 463079; hit rate 0.63% among 330,000; inhibition, % at 5.6 µM;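 active = inhibition above that plate's mean sample inhibition plus 3 SD, cut at about 26% in these data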;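 also: 0% = ATP-challenged DMSO wells and 100% = DMSO wells without ATP; some compounds past the cut are filed as inactive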
#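 Assay system – parental CHO cells · Reagent – ATP stimulus · Detection – intracellular calcium via Fluo-8 no-wash fluorescent dye · Evaluation – percent inhibition of ATP-evoked calcium rise, normalized to controls · Controls – ATP wells versus no-ATP DMSO wells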
# Starred values were filed as active, the others as inactive; · = no result given.
SMILES,TAAR1 antagonist,OXTR potentiate,TAAR1 ag,M1 ag parental,CHO-K1 Ca antag,M1 ag,CHO-K1 Ca PAM,M1 antag,CHO parental Ca
CCCCCC1CCC(c2ccc(C(N)=O)cc2)CC1 (stereo not given),-14,-2,4,0.0,-1,-2,8,0,1
O=C(NCc1ccccc1)c1cccc(COc2ccc(Cl)cc2)c1,33,-13,6,1.5,-8,-4,20,-14,-2
Cn1ncc2c(NCCc3ccccc3)nc(Cl)nc21,43,·,38*,3.5,-11,3,11,-14,·
CCN(CC)c1ccc(/C=N/NC(=O)c2ccc(Br)o2)cc1,26,0,0,-0.1,-6,-5,2,9,-11
CC(C)(C)OC(=O)NCc1ccc(CNC(=O)c2nc[nH]c2C(=O)NCc2ccccc2)cc1,57*,-9,18,2.0,-12,-2,6,9,-8
c1ccc(CSc2ccc3nnc(-c4cccnc4)n3n2)cc1,-5,-6,4,4.7,-6,-8,13,12,-16
CC(N=C1CC(C)(C)CC(=O)/C1=C(/O)CCCN1C(=O)c2ccccc2C1=O)C(=O)O (stereo not given),-4,-20,7,-0.3,4,-4,5,-7,-5
O=C1NC(Cc2ccc(O)cc2)c2nc3ccc(F)cc3c(=O)n2-c2cc3ccccc3cc21 (stereo not given),50*,·,8,5.7,9,-1,19,23*,·
COc1ccc(NC(=O)CC2C(=O)NC3CCCCC3N2C(=O)c2ccc(F)cc2)cc1 (stereo not given),42,-12,13,4.4,17,9,-15,6,-7
O=c1cc(O)c2ccc(O)cc2o1,-2,-2,7,-0.4,7,0,-1,-8,-7
O=C(Nc1ccccc1N1CCOCC1)c1ccc(Br)o1,10,4,12,-0.1,7,-2,-1,5,-16
Cc1ccc(S(=O)(=O)N2CCN(C(=O)CN3CCCSc4ccccc43)CC2)cc1,32,-8,4,2.0,-2,-2,-20,18,-18
O=C(NNC(=O)c1ccccc1[N+](=O)[O-])c1ccccc1[N+](=O)[O-],-19,-2,3,1.6,-14,-1,16,-8,-2
O=C(NC(CC(=O)N1CCN(c2ccccc2)CC1)c1ccccc1)c1ccccc1 (stereo not given),2,·,0,0.5,-14,-5,7,-9,·
COc1ccccc1NC(=O)Nc1ccc(C(=O)N2CCCCC2)cc1,-18,6,3,0.7,-9,-1,2,0,-12
COc1cccc(-c2cnc(C(O)c3ccc(SC)cc3)[nH]2)c1 (stereo not given),-10,·,5,2.1,-3,2,-11,4,·
COc1cc(NC(=O)CSc2ccc(-c3cccnc3)nn2)cc(OC)c1,-27,-6,2,2.0,5,-2,-16,19,-8
COc1ccc(CN=Cc2[nH]c3ccc(Br)c(Cl)c3c2O)cc1,106*,-9,-3,1.5,-11,-2,14,-1,-5
Cc1ccc(F)c(C(=O)N2CCCC(C)(C(=O)NS(=O)(=O)C3CC3)C2)c1F (stereo not given),·,·,·,0.4,9,-2,-11,-11,·
O=C(OCCN1CCOCC1)c1ccc2c(c1)OCCO2,8,-3,6,0.4,0,-2,14,-9,2
Cc1cc(C)nc(SCC(=O)NCC2COc3ccccc3O2)n1 (stereo not given),10,-1,1,0.0,1,-3,-11,-10,-15
O=C(CNC(=O)c1ccc(Cl)cc1)NNc1c(F)c(F)cc(F)c1F,1,-2,3,-0.1,-1,-2,-7,0,-11
Cc1cc(NC(=O)CSc2cc(Cl)ccc2Cl)n(-c2ccccc2)n1,-2,-3,9,2.6,25*,-8,-4,1,-19
CCOC(=O)C1=C(CSCC(=O)OC)NC(=O)NC1c1cc(C)ccc1C (stereo not given),-4,-4,7,0.7,-3,0,2,6,-22
O=C(CCl)N(c1ccccc1)C1CCCCC1,-13,-9,3,-0.8,-2,-6,-17,-4,-18
COCc1nc2ccccc2n1Cc1ccc(Br)cc1,8,-3,-1,0.6,-5,-2,21,-19,-11
CC1=C(C(N)=O)C(c2ccccc2F)n2nc(CCCO)nc2N1 (stereo not given),·,0,·,-0.4,-6,-1,7,-17,6
COc1ccc(OC)c(/C=N/NC(=O)C(=O)N2CCCC2)c1,-4,3,-1,-0.3,-27,0,29,-9,-7
CCOC(=O)c1c(NC(C)=O)sc2c(OC)c(Br)ccc12,-9,-4,-1,0.1,-24,-3,9,-25,-7
CC(C)c1ccc(-c2csc(NC(=O)c3cccs3)c2C(=O)O)cc1,18,-8,0,3.5,-5,-2,7,1,-6
CCN(CC)S(=O)(=O)c1ccc2oc(C(=O)N3CCCCCC3)c(C)c2c1,2,-19,14,2.4,-1,-2,-3,-2,-19
COCCOc1ccc(C(F)(F)F)cc1NC(=O)c1ccc(C(F)(F)F)cc1,-20,-1,3,0.1,-5,-7,18,-8,-30
Fc1ccc(Nc2nnc(-c3ccncc3)s2)cc1Cl,-12,·,9,2.3,-2,-2,22,3,·
COc1ccc(C(=O)N2CCN(S(=O)(=O)c3ccc(C)cc3C)CC2)cc1OC,-16,4,5,0.7,-6,0,-2,-2,-26
O=[N+]([O-])c1nn(-c2ccc(Cl)cc2)n(O)c1=NCc1ccncc1,-11,-1,-1,13,-4,-1,9,-4,-16
Cc1nc2sccn2c(=O)c1S(=O)(=O)Nc1ccc(N2CCN(C(=O)C(C)C)CC2)cc1,-6,-9,0,1.4,-9,-5,1,-3,5
COCCN(C(=O)C1CCCO1)c1c(N)n(CC(C)C)c(=O)[nH]c1=O (stereo not given),-2,1,2,1.6,-13,-3,27,-8,2
CN1C2=CC=CC=CC2=[N+](C)C12C=CC(=[N+]([O-])[O-])C=C2[N+](=O)[O-] (stereo not given),-8,-5,2,0.5,0,-5,-9,6,-9
CCOC(=O)c1c(C)nn(-c2ccc(NC(=O)/C=C/C(=O)O)cc2)c1C,-12,-1,4,1.0,-13,-3,17,-13,-21
CC1(C)CC2CC(C)(CN2C(=O)c2ccc([N+](=O)[O-])cc2)C1 (stereo not given),6,-16,0,1.9,-13,-12,18,0,11
COCCCNC(=O)CN1C(=O)/C(=C/c2ccccc2C)Sc2ccccc21,-20,-12,4,11,6,-7,17,-7,-11
O=C(O)CS(=O)(=O)c1ccc(Oc2ccc(S(=O)(=O)CC(=O)O)cc2)cc1,13,-7,2,·,·,·,·,·,-3
CC(=O)N1N=C(c2ccccc2)CC1c1cccs1 (stereo not given),-12,·,0,1.7,-15,-8,11,-9,·
COc1ccc(NC(=O)c2ccc(NC(=O)CSc3nccc(=O)[nH]3)cc2)cc1,-29,4,2,0.5,-4,-2,9,-6,1
Cc1ccc(NC(=O)C(=O)NCc2ccc(/C=C(/C#N)C(=O)NCc3cccnc3)o2)cc1C,12,-13,2,1.0,-1,-8,7,4,-18
O=C(C[C@H]1C[C@H]2c3cc(NC(=O)CC4CC4)ccc3O[C@H]2[C@H](CO)O1)NCc1ccccc1F,10,·,0,0.1,-8,-2,8,-6,·
Nc1cccc2c1nnn2C1OC(CO)C(O)C(O)C1O (stereo not given),10,-8,0,0.4,-6,-1,16,-12,0
CCN(CC)c1ccc(S(=O)(=O)N2CCCCC2)cc1NC(=O)C1CCC1,-26,-9,2,-0.8,0,-5,-14,13,1
COc1ccc(-c2cc(C(=O)NCCc3ccccc3)no2)cc1OC,-15,-2,8,-0.1,-10,-5,12,-1,-10
COc1ccc(COC(=O)C2CCN(S(=O)(=O)c3cccs3)CC2)cc1,7,-17,4,3.0,-8,-1,-10,6,-6
Cc1ccc(C(=O)NC(=S)Nc2ccccc2C(F)(F)F)cc1C,23,-8,16,2.2,-9,-1,21,4,-25
CCOC(=O)c1sc2nc(C)nc(NCc3cccnc3)c2c1C,-20,0,1,0.1,12,-4,-8,4,-21
Cc1cc(C)cc(NC(=O)C2C3C=CC(O3)C2C(=O)O)c1 (stereo not given),8,9,2,1.0,-12,-1,22,-10,-7
O=C(NCCc1ccccc1)C1CCCN(c2ncnc3c2nc2n3CCCCC2)C1 (stereo not given),-8,-5,-1,2.2,-13,-4,5,-3,-22
COc1ccc(NCC(=O)N/N=C2\CCCC(C)C2)cc1 (stereo not given),-5,·,2,0.4,-6,-6,15,-10,·
N#CCSc1nnc(-c2ccc(F)cc2)n1N,0,-26,11,-0.1,-16,-2,16,-4,-10

# Shown with values under each structure: part of the list above
# Order of results – TAAR1 antagonist | OXTR potentiate | TAAR1 ag | M1 ag parental | CHO-K1 Ca antag | M1 ag | CHO-K1 Ca PAM | M1 antag | CHO parental Ca
> CC(=O)N1N=C(c2ccccc2)CC1c1cccs1 (stereo not given)
 : -12 | · | 0 | 1.7 | -15 | -8 | 11 | -9 | ·
> COc1ccc(NC(=O)c2ccc(NC(=O)CSc3nccc(=O)[nH]3)cc2)cc1
 : -29 | 4 | 2 | 0.5 | -4 | -2 | 9 | -6 | 1
> Cc1ccc(NC(=O)C(=O)NCc2ccc(/C=C(/C#N)C(=O)NCc3cccnc3)o2)cc1C
 : 12 | -13 | 2 | 1.0 | -1 | -8 | 7 | 4 | -18
> O=C(C[C@H]1C[C@H]2c3cc(NC(=O)CC4CC4)ccc3O[C@H]2[C@H](CO)O1)NCc1ccccc1F
 : 10 | · | 0 | 0.1 | -8 | -2 | 8 | -6 | ·
> Nc1cccc2c1nnn2C1OC(CO)C(O)C(O)C1O (stereo not given)
 : 10 | -8 | 0 | 0.4 | -6 | -1 | 16 | -12 | 0
> CCN(CC)c1ccc(S(=O)(=O)N2CCCCC2)cc1NC(=O)C1CCC1
 : -26 | -9 | 2 | -0.8 | 0 | -5 | -14 | 13 | 1
> COc1ccc(-c2cc(C(=O)NCCc3ccccc3)no2)cc1OC
 : -15 | -2 | 8 | -0.1 | -10 | -5 | 12 | -1 | -10
> COc1ccc(COC(=O)C2CCN(S(=O)(=O)c3cccs3)CC2)cc1
 : 7 | -17 | 4 | 3.0 | -8 | -1 | -10 | 6 | -6
> Cc1ccc(C(=O)NC(=S)Nc2ccccc2C(F)(F)F)cc1C
 : 23 | -8 | 16 | 2.2 | -9 | -1 | 21 | 4 | -25
> CCOC(=O)c1sc2nc(C)nc(NCc3cccnc3)c2c1C
 : -20 | 0 | 1 | 0.1 | 12 | -4 | -8 | 4 | -21
> Cc1cc(C)cc(NC(=O)C2C3C=CC(O3)C2C(=O)O)c1 (stereo not given)
 : 8 | 9 | 2 | 1.0 | -12 | -1 | 22 | -10 | -7
